Screening data as filed in PubChem.
Lamin A splicing = modulators of lamin A splicing; AID 1487; HeLa LMNA splicing GFP/RFP minigene ratio, 48 h; Potency, µM (series often up to 46.1 µM), inactives show top-dose ratio change, negative = inhibition, actives largely listed as inhibitors; 0.01% of 200,000 active; active = well fitted inhibition curve with a large enough effect in the signal ratio, with a control signal flat, not every such curve was filed as active; inconclusive = small, poorly fitted or top-dose-only effect, or effect the other way, or a change in a side signal; the % refers to the signal ratio; also: potency is read from the fitted curve at half-maximal effect; % is scaled to controls: 0 for no effect and ±100 for the full control effect
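Read-out is the ratio of GFP to DsRed2 object intensity, acquired by 488 nm laser-scanning cytometry on HeLa lamin A-EGFP minigene reporter cells. Compound incubation 48 hrs at 37 °C in Opti-MEM with 2% FBS; DMSO 0.5% final.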
CBFb RUNX1 block = inhibitors of human CBF-beta and RUNX1 interaction; 230,000 tested, under 10 active; Potency, µM (highest dose often 59.8 µM), without a hit: at the highest dose activity, negative = inhibition, hits mostly inhibitors; AID 1477; Q01196+Q13951; AlphaScreen CBFb-His/RUNX1-biotin binding, biochemical; also: % of control where 0% means no effect
Target sequence (Q01196 whole entry, looked up): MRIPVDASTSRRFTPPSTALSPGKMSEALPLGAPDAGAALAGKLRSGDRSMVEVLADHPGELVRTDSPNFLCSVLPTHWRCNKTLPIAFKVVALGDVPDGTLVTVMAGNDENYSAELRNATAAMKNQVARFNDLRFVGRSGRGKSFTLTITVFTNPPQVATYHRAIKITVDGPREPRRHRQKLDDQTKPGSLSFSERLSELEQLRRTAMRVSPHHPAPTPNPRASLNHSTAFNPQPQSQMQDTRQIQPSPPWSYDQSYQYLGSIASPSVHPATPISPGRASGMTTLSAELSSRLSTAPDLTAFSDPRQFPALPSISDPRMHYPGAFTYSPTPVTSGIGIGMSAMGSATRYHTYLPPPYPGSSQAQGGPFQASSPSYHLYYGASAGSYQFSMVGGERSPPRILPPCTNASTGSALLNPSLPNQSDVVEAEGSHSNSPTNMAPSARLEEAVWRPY
Target sequence (Q13951 whole entry, looked up): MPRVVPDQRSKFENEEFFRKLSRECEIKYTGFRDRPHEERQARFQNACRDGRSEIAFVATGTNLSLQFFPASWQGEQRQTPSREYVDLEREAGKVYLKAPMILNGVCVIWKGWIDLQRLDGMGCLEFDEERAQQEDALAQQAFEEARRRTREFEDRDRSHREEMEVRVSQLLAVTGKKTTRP
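CBF-beta (His) and RUNX1 (biotin), 30 nM each; 20 min preassociation; + compound, 15 min; + beads 50 ng each (Ni, streptavidin), 90 min; RT; AlphaScreen read.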
HTT ATP protect = protects HTT-Q103 PC12 cells, measured by ATP; PC12 HTT-Q103 induced, cytoprotection, ATP luminescence, 40 h; Potency, µM (highest dose often 56.4 µM), for inactives: cytoprotection (ATP increase), most hits filed as activators; 0.14% of 230,000 active; AID 1471;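 also: potency is read from the fitted curve at half-maximal effect; % of control where 0% means no effect; nearly all actives have a fitted effect of over 45% in size; toxic huntingtin expression switched on by the ecdysone agonist tebufenozide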
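Huntington model: PC12 line, ecdysone-inducible HTTQ103 exon1–GFP, tebufenozide 100 nM. Test articles in a dose series. Endpoint luminescence from cellular ATP.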
GAA spleen mod = inhibitors or activators of human alpha-glucosidase in spleen homogenate; 0.006% of 240,000 active; human spleen homogenate, 4-MU-alpha-glucoside fluorescence; Potency, µM (series often up to 79.9 µM), without a hit: at the highest dose activity change, negative = inhibition, hits mostly inhibitors; P10253;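 also: potency is read from the fitted curve at half-maximal effect; 0% = enzyme with vehicle and -100% = no enzyme basal signal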
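Enzyme source: human spleen homogenate, 1 ug/well. Buffer 50 mM citric acid/K phosphate pH 5.0, 0.01% Tween-20. 4-MU-alpha-glucoside 1 mM; 37 C x 40 min; NaOH/glycine stop; fluorescence.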
GAA glycogen = inhibitors or activators of human alpha-glucosidase glycogen cleavage; P10253; 0.38% of 300,000 active; Potency, µM (highest dose often 76.4 µM), for the others: at the top dose activity change, negative = inhibition, actives largely listed as inhibitors; recombinant GAA, glycogen substrate, Amplex Red glucose oxidase fluorescence;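 also: potency is read from the fitted curve at half-maximal effect; 0% = full enzyme reaction and -100% = no-enzyme basal signal; the screen sought inhibitors and activators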
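Recombinant enzyme (4 nM final) with compounds titrated up to 77 uM and bovine liver glycogen (30 ug) in citrate pH 5.0, 0.01% Tween-20, 37 C 40 min. Released glucose detected by Amplex Red/glucose oxidase (Ex 573/Em 610); AC50 from Hill fits.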
GAA inh = blocks human lysosomal alpha-glucosidase | Potency, µM (series often up to 76.9 µM), for the others: at the top dose activity change, negative = inhibition, usual class: inhibitors | AID 1466 | P10253 | purified human GAA, 4-MU-alpha-glucoside fluorescence | 0.005% of 200,000 active;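 also: potency is read from the fitted curve at half-maximal effect; plate controls were uninhibited enzyme wells for no effect and no-enzyme background for full effect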
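Fluorescence at Ex 365/Em 440 nm from 4-methylumbelliferone reported enzyme activity after 20 min at room temperature. Reactions used 4 nM enzyme and 400 uM substrate at pH 5.0; curves fitted with the Hill equation.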
HTT aggregate = reduces HttQ103-GFP aggregates in PC12 cells. PC12 HttQ103-GFP aggregates, Acumen cytometry, 40 h. Potency, µM (top dose mostly 46.1 µM), for inactives: at the highest dose activity change, negative = inhibition, usual class: inhibitors. 1.1% of 220,000 active. AID 1688; also: potency is read from the fitted curve at half-maximal effect; % is scaled to controls: 0 for no effect and ±100 for the full control effect; nearly all actives have a fitted effect of over 60% in size
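Inducible Q103 Huntingtin exon 1–GFP PC12 line, 1500 cells/well in phenol red free DMEM with 5% equine and 5% calf serum. Tebufenozide 100 nM induced expression; compounds titrated; aggregates quantified by cytometry.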
Numbers without * were called inactive; u = inconclusive; x = not tested or not shown; & = joins results of further samples; [ ] = dose if it differs, or a comment. Unless noted, calls follow the shape of the dose curve; as a rule, active = well fitted curve in the direction sought with a large enough effect; inconclusive = small, poorly fitted or top-dose-only effect, or another doubt; inactive = no such curve, though single readings can be large; an effect the other way counts as inactive or inconclusive.

A first look (3 entries):
Values in the order: Lamin A splicing, CBFb RUNX1 block, HTT ATP protect, GAA spleen mod, GAA glycogen, GAA inh, HTT aggregate
- Cc1cc(C)nc(SCc2nnc(SCC(=O)Nc3nc(-c4ccccc4)cs3)n2-c2ccccc2)n1
 : -15%, 3%, 13%, -8%, 3%, -10%, 7%
- O=C(Nc1ccc(-n2cnnn2)cc1)C1CCCCC1
 : 1%, 1%, 0%, -6%, 6%, -3%, -3%[9.22 µM]
- COc1ccccc1NC1C=CS(=O)(=O)C1 (centres undefined)
 : -19%, -4%, 8%, -5%, -16%, -2%, -13%

The whole of this part (from the top)
Values in the order: Lamin A splicing, CBFb RUNX1 block, HTT ATP protect, GAA spleen mod, GAA glycogen, GAA inh, HTT aggregate
- Cc1cc(C)nc(SCc2nnc(SCC(=O)Nc3nc(-c4ccccc4)cs3)n2-c2ccccc2)n1
 : -15%, 3%, 13%, -8%, 3%, -10%, 7%
- O=C(Nc1ccc(-n2cnnn2)cc1)C1CCCCC1
 : 1%, 1%, 0%, -6%, 6%, -3%, -3%[9.22 µM]
- COc1ccccc1NC1C=CS(=O)(=O)C1 (centres undefined)
 : -19%, -4%, 8%, -5%, -16%, -2%, -13%
- CC(C)OP(C)(=O)CN1CCN(CP(C)(=O)OC(C)C)CC1 (centres undefined)
 : 6%, 1%, -13%, -1%, 8%, 10%, 10%[9.22 µM]
- CC(=O)N=c1sc(S(N)(=O)=O)nn1C
 : 2%&9%, -3%, u, 5%, 3%, -2%[15.4 µM], u
- C/C(=N\NC(=O)c1cc2c(s1)CCC(C)C2)c1ccncc1 (centres undefined)
 : -1%, -10%, 5%[10 µM], 14%, -2%, 3%, -2%
- Cc1ccnc(N2CCC(C(=O)Nc3cccc(C(F)(F)F)c3)CC2)n1
 : u, 3%, 2%[10 µM], 1%, 23%, -10%, u
- COc1ccc(-c2nc(-c3ccc4c(c3)OCO4)[nH]c2-c2ccc(OC)cc2)cc1
 : u, -19%, -35%[10 µM], 8%, -20%, 5%, 9%
- Cc1cccc(/C=C/c2ccccc2)n1
 : 5%, 8%&8%, 7%, 4%&5%, x, x, x
- Oc1ccccc1C1=Nc2ccccc2N=C(c2cccs2)C1
 : 3%, 29%, -7%, -10%, -2%, 0%, -4%
- COc1ccc(OC)c(N(CC(=O)N2CCN(c3cc(Cl)ccc3C)CC2)S(C)(=O)=O)c1
 : u, -12%, 14%[0.074 µM], -4%, -2%, -5%, -24%
- CC(C)C(=O)Nc1ccc(N2CCN(C(=O)c3cccs3)CC2)cc1
 : -5%, -3%, 0%, -7%, -9%, -4%, -24%
- OCc1nc(CO)n(Cc2ccccc2)n1
 : -3%, -3%, -6%[10 µM], 1%, 4%, 4%, -23%
- Cc1nc2ccccc2n1Cc1n[nH]c(=S)n1-c1ccc(Cl)cc1
 : 13%, -2%, x, -16%, 2%, -5%, -3%
- COc1cc(C(=O)Nc2nc(N)n(-c3ccccc3)n2)cc(OC)c1OC
 : -3%, 0%, 1%[0.074 µM], -2%, 3%, -8%, 3%
- Cn1c(NC(=O)c2cc(-c3ccc4c(c3)OCO4)nc3ccccc23)cc(=O)n(C)c1=O
 : 21%, 11%, -73%[inhibitor], -10%, 8%, u, 4%
- CC(C)C(=O)NC(=S)Nc1c(Cl)ccc2nsnc12
 : x, 7%, -6%[10 µM], 7%, -5%, x, -14%[9.22 µM]
- Cc1ccc(S(=O)(=O)N2CCCC(C(=O)NCCc3ccc4c(c3)OCO4)C2)cc1 (centres undefined)
 : u, 1%, -16%, -3%, 7%, -1%, -26%
- COC(=O)NC(c1ccccc1)c1c[nH]c2ccc(OC)cc12 (centres undefined)
 : x, 7%, u, -13%, x, x, x
- Cc1ccc(C)n1-n1cnc2scc(-c3cccs3)c2c1=O
 : -2%, -3%, -9%, 2%, -12%, -8%, 8%
- COc1ccccc1C1(CC(=O)O)CCOC(C)(C)C1 (centres undefined)
 : -2%, 3%, 0%, -1%, 8%, 4%, u
- Cc1ccc(-c2nnc(N3CCC(C)CC3)c3ccccc23)cc1
 : u, 2%, -2%[10 µM], -12%, -16%, -11%, u
- COc1cccc(C(=O)Nc2cccc(NC(C)=O)c2)c1
 : 5%, -3%, -16%, -2%, 1%, -7%, -4%
- CNC(=O)Nc1nnc(C(C)(C)C)s1
 : 4%, 8%, -8%, 0%, 3%, 5%, 1%
- CCC(=O)N/N=C(\C)CC(=O)Nc1cccc([N+](=O)[O-])c1
 : -4%, -2%, x, 6%, -3%, -1%, -4%
- CCCCC(=O)Nc1ccc(C(=O)N2CCN(c3ccccc3OC)CC2)cc1
 : -3%, 0%, -6%[1.9 µM], 0%, -1%, -11%, 2%
- CCOC(=O)c1sc(NC(=O)CNCc2cccnc2)c(C(=O)OCC)c1C
 : x, -11%, -20%[10 µM], -8%, 21%, -7%, -14%
- O=C(COc1ccc2c(c1)CCC2)NCc1cccc(Cl)c1
 : -7%, 11%, -71%[inhibitor][10 µM], -13%, 3%, 2%, u
- CCN1CCN(c2nc3ccccc3nc2C(C#N)S(=O)(=O)c2ccc(C)c(C)c2)CC1 (centres undefined)
 : 9%, -6%, -11%, -24%, 6%, u, -3%
- COCCCn1c(C)cc(C(=O)COC(=O)CCc2nc3ccccc3c(=O)[nH]2)c1C
 : x, -25%, 13%[10 µM], -3%, 7%, x, -2%[9.22 µM]
- CCOc1ccc(Nc2oc(-c3ccccc3Cl)nc2C#N)cc1
 : -6%, -20%, -34%, 1%, u, 7%, 9%
- Cc1ccc(-c2nnc(CSc3nnc(C)s3)o2)cc1
 : 13%, 0%, -13%, -1%, -5%, -6%, 10%
- Cc1cccc(CSc2cccc3cccnc23)c1
 : u, x, -24%, -4%, -1%, 0%, u
- O=C(O)/C=C/C(=O)Nc1ccc(S(=O)(=O)N2CCCC2)cc1
 : x, -7%, -6%, -14%, 11%, -3%, -17%
- CC(=O)c1c(C)[nH]c(C(=O)NCc2cccc(Cl)c2)c1C
 : 2%[46 µM], -4%, -45%[inhibitor], -15%, 9%, 7%, 1%
- CCOC(=O)c1cc(-c2nnc(-c3ccc(Cl)cc3)o2)c(C)nc1C
 : 0%, 1%, 2%, 0%, -4%, -2%[15.4 µM], 18%
- Nn1c(SCC(=O)Nc2ccc3c(c2)OCCO3)nnc1C(F)(F)F
 : 7%, 9%, -16%, -2%, 10%, -6%, 14%
- Cc1nnc(C)c2c(C)n(C(c3ccccc3)c3ccccc3)c(C)c12
 : -10%, -9%, -8%, -8%, 10%, 0%, u
- Cc1nn(Cc2ccc(Cl)cc2)c(C)c1NC(=O)c1ccc([N+](=O)[O-])cc1
 : u, -4%, 10%[10 µM], 0%, -12%, -1%, u
- CC(C(=O)Nc1ccccc1Cl)N(c1ccccc1)S(C)(=O)=O (centres undefined)
 : x, 7%, -4%[10 µM], 2%, 9%, x, 4%[9.22 µM]
- CCCCC(=O)Nc1cc(C)c(NC(=O)c2cccs2)cn1
 : 8%[46 µM], 8%, 4%[10 µM], 3%, -11%, 7%, -2%[9.22 µM]
- CCCN(C(=O)c1cn(CC)c2nc(C)ccc2c1=O)c1c(N)n(Cc2ccccc2)c(=O)[nH]c1=O
 : 20%[46 µM], 3%, 22%[10 µM], 6%, 0%, 6%, -5%
- O=C(NC(=S)Nc1ccccc1N1CCCC1)c1ccccc1[N+](=O)[O-]
 : 5%, u, 20%[10 µM], 3%, u, 0%, -4%
- COC(=O)[C@@]1(Cc2ccc(F)cc2)[C@H]2c3cc(C(=O)N4CCCC4)n(Cc4cc(C)n(C)n4)c3C[C@H]2CN1C(=O)c1ccccc1
 : x, -5%, 0%, 4%, x, x, x
- COCCNC(=O)CSC1=N/C(=C/c2ccc(Cl)c(Cl)c2)C(=O)N1c1ccccc1F
 : 4%, 15%, -2%[10 µM], -5%, -7%, 10%, 12%
- CC(=O)NCCn1c(SCC(=O)c2ccc(Cl)cc2)nc2ccccc2c1=O
 : 10%, 7%, -17%, -18%, 6%, -1%, 5%
- COc1ccc(S(=O)(=O)N(C)Cc2cccs2)cc1Br
 : 2%, 27%, -11%, -2%, 2%, u, -3%
- O=C(Cc1ccccc1)Nc1ccc(N2CCN(Cc3ccccc3F)CC2)cc1
 : 6%, -1%, -5%, -1%, -14%, -6%, 12%
- Cc1ccccc1-c1nc(CN(C)C(C)c2ccon2)c(C)o1 (centres undefined)
 : x, -1%, -19%[10 µM], 4%, -1%, -5%, -15%[9.22 µM]
- CN(C)C(=O)C#Cc1ccccc1
 : x, 10%, 8%[10 µM], -2%, 4%, x, 0%[9.22 µM]

Sorted by heavy-atom count (low to high): some entries from above
Values in the order: Lamin A splicing, CBFb RUNX1 block, HTT ATP protect, GAA spleen mod, GAA glycogen, GAA inh, HTT aggregate
- Cc1ccc(-c2nnc(CSc3nnc(C)s3)o2)cc1
 : 13%, 0%, -13%, -1%, -5%, -6%, 10%
- CCOC(=O)c1cc(-c2nnc(-c3ccc(Cl)cc3)o2)c(C)nc1C
 : 0%, 1%, 2%, 0%, -4%, -2%[15.4 µM], 18%
- O=C(Cc1ccccc1)Nc1ccc(N2CCN(Cc3ccccc3F)CC2)cc1
 : 6%, -1%, -5%, -1%, -14%, -6%, 12%
